HTRA1 inhibitor = HTRA1 (human) protease inhibition. recombinant HTRA1, FP-rhodamine activity-based probe, fluorescence polarization. inhibition, % at 5.96 µM. hit rate 0.5% among 340,000; in the data active = inhibition above about 36%;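 note: 0% = enzyme with DMSO and 100% = wells lacking enzyme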
GC-B act = GC-B (human) receptor activation | P20594 | HEK293-GC-B cells, CNP EC30, cGMP TR-FRET; 0% at EC30 CNP, 100% saturating CNP | activation, % at 10 µM | hit rate 0.11% among 370,000;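 active = activation at 10 µM reaching about 35% in either raw or pattern-adjusted values, limit read from the data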
Target sequence (P20594 whole entry, looked up): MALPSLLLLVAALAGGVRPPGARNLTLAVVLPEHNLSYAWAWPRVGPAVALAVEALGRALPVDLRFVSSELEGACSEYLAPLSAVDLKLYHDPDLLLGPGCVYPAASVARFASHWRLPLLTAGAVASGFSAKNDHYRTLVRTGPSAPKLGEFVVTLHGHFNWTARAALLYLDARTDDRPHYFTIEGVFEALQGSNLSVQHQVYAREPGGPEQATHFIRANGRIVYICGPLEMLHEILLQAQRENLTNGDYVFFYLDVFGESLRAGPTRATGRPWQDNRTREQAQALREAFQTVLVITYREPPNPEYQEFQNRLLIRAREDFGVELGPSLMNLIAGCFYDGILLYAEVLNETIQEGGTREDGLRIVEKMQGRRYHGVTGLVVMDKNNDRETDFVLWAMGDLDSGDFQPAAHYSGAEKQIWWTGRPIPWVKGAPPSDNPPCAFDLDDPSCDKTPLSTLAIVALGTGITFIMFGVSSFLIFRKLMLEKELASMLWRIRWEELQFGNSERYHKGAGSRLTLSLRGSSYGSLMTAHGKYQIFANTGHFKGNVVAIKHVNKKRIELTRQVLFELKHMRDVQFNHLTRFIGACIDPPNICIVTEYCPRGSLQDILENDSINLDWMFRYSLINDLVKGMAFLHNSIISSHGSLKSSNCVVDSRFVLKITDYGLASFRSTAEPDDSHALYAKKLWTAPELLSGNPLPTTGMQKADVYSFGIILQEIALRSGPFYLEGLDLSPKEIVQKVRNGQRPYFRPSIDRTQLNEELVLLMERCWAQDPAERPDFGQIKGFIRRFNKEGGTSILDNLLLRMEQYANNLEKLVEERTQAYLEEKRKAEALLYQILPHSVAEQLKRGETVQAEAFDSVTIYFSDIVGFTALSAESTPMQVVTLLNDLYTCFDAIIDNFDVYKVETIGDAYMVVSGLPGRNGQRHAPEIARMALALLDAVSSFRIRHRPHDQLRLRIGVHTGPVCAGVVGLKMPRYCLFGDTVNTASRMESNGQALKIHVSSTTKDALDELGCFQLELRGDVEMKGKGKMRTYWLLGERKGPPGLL
UHRF1 MBD2 ctr = UHRF1 methyl-DNA binding inhibition | Q96T88 | UHRF1 binding to methylated oligo, TR-FRET | inhibition, % at 4.4 µM | hit rate 0.75% among 370,000 | AID 687016; in the data active = inhibition above about 21%;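 note: UHRF1 SRA domain binding a hemimethylated CpG hairpin DNA probe; 0% = median of test compound wells and 100% = reference inhibitor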
GC-A act = GC-A (human) enzyme activation; HEK293 GC-A cells, cGMP TR-FRET, EC30 ANP; 0% at EC30 ANP, 100% saturating ANP; activation, % at 10 µM; hit rate 0.14% among 370,000; in the data active = activation above about 40%
MBD2 DNA inh = blocks human MBD2 binding to methylated DNA; hit rate 0.31% among 370,000; inhibition, % at 4.4 µM; TR-FRET, MBD2 binding to methylated oligonucleotide; in the data active = inhibition above about 13%
TCR-CD3 inh = blocks the human TCR-CD3 interaction; inhibition, % at 9.4 µM; TAMRA-labeled TCR probe fluorescence, biochemical; hit rate 0.37% among 360,000; AID 651800; in the data active = inhibition above about 19%;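 note: recombinant mutant TCR 2C K166C tagged with TAMRA read by polarization; 0% = receptor in buffer alone and 100% = receptor with positive control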
PRMT1 FP inh = PRMT1 (human) inhibition, primary screen; AID 652257; inhibition, % at 2.79 µM; recombinant PRMT1, activity-based probe fluorescence polarization; hit rate 1.3% among 370,000; Q99873;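 active = inhibition above about 21% made by adding two undisclosed values, limit read from the data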
ABHD4 inh = inhibitors of mouse ABHD4. Q8VD66. purified mABHD4, FP-Rh probe fluorescence polarization. inhibition, % at 8.92 µM. hit rate 0.54% among 370,000. AID 720543;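 active = inhibition exceeding the mean over every tested compound plus 3 SD, cut at about 30% in these data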;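 note: 0% = plate median of compound wells and 100% = S159A mutant with DMSO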
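Doses – 8.92 µM, single dose · Material – wild-type mouse ABHD4 protein · Replication – single well per compound (singlicate) · Measure – percent inhibition of probe binding, normalized to plate controls · Schedule – 45 min compound pre-incubation plus 60 min probe step, 25 °C · Detection – fluorescence polarization with parallel and perpendicular emission, 525/598 nm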
rCAG RNA binder = r(CAG) repeat RNA binding; TO-PRO-1 dye displacement fluorescence; inhibition, % at 3 µM; hit rate 1.3% among 370,000; AID 651821;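 active = inhibition above the plate cutoff, the mean of all test compounds on that plate plus 3 SD, cut at about 35% in these data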;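 note: 0% = DMSO alone and 100% = 100 µM mitoxantrone as full dye displacement; higher means more dye released from RNA so lower well fluorescence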
SIAE primary = blocks human sialic acid acetylesterase; Q9HAT2; SIAE FP-Rh probe binding, fluorescence polarization; inhibition, % at 9.66 µM; hit rate 0.69% among 370,000; AID 1053197;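 active = inhibition above a cutoff: mean of compounds within the control limits plus 3 SD of those, cut at about 17% in these data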;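 note: 0% = plate median of compound wells and 100% = probe without SIAE protein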
* = called active by the depositor; nt = no result given.

No.	smiles	HTRA1 inhibitor	GC-B act	UHRF1 MBD2 ctr	GC-A act	MBD2 DNA inh
1	CN(C)CCNC(=O)c1onc(CSc2nc3ccccc3[nH]2)c1C(=O)NCCN(C)C	0	9	-2	3	0
2	CCC(=O)c1ccc(OC)c(OC)c1OCc1ccccc1	4	4	-1	-1	3
3	Cc1c(NS(=O)(=O)c2ccc(NC(=O)CCC(=O)O)cc2)c(=O)n(-c2ccccc2)n1C	4	4	-3	1	1
4	CC(C)c1ccc(CN2CC(C(=O)O)CC2=O)cc1 (stereo unspecified)	-3	3	5	1	9
5	COc1ccccc1CC(=O)O/N=C(\N)Cc1cccc2ccccc12	19	4	-4	3	-5
6	COCCN(C(=O)CSc1nnc(C)n1Cc1ccccc1)c1c(N)n(CC(C)C)c(=O)[nH]c1=O	1	3	-3	-4	-4
7	O=C(O)C1=NN(c2ccccc2)C(=O)C1	6	-3	1	-1	-7
8	COc1ccc(CCn2c(-n3nc(C)cc3C)nc3c2c(=O)[nH]c(=O)n3C)cc1	2	-5	2	-5	-3
9	Clc1ccc(CSc2nnc(-c3cccnc3)n2Cc2ccco2)c(Cl)c1	-7	-10	2	-26	2
10	Cc1ccc(C(O)P(=O)(OCCC(C)C)c2ccc(N(C)C)cc2)cc1 (stereo unspecified)	2	-4	1	-8	4
11	Cn1c(=NC(=O)C2=NNC(=O)CC2)sc2ccccc21	-2	-2	0	2	0
12	CC(C)c1ccc(N(CC(=O)N2CCN(Cc3ccccc3)CC2)S(C)(=O)=O)cc1	-1	-2	0	5	2
13	COC(=O)C(NC(C)=O)(Nc1ccccc1)C(=O)OC	3	0	10	-1	-3
14	CCN1C[C@@H]2[C@@H]3C(=O)N(C)C(=O)[C@@H]3[C@](CC)(C1=O)N2C(=O)c1ccc(Cl)cc1	2	10	-2	0	-2
15	CN(C)N1C(N)=C(C#N)C(c2ccccc2)C2=C1CCCC2=O (stereo unspecified)	3	1	-3	5	-1

No.	TCR-CD3 inh	PRMT1 FP inh	ABHD4 inh	rCAG RNA binder	SIAE primary
1	4	1	0	-1	5
2	5	-3	-7	-2	4
3	10	-1	1	1	2
4	-4	3	-6	-5	3
5	-7	9	-3	-4	5
6	4	2	-3	-4	6
7	2	2	12	1	5
8	-4	1	4	-1	2
9	0	7	10	0	-5
10	6	4	7	-11	0
11	5	2	1	1	4
12	-2	4	5	-9	-1
13	-4	1	10	3	0
14	6	2	5	-1	1
15	2	0	-2	-2	2

Next records follow.
No.	smiles	HTRA1 inhibitor	GC-B act	UHRF1 MBD2 ctr	GC-A act	MBD2 DNA inh
16	Cc1nc(NCCc2cnc[nH]2)c2oc3ccccc3c2n1	3	-5	-5	7	2
17	COc1ccc2c(c1)c1ccc3c(c1n2C)C(=O)C=CC3=O	23	17	-8	-14	-8
18	C=CCNC(=S)N(C1CCCCC1)C1CCCCC1	0	3	0	-7	0
19	CC(=O)Nc1ccc(-c2csc(Nc3ncccn3)n2)cc1	3	-2	2	0	-1
20	COC(=O)c1cc(S(=O)(=O)Nc2cc(OC)cc(OC)c2)c[nH]1	-1	0	6	2	2
21	O=C(NC1CCCC1)c1cc(S(=O)(=O)N2CCCC2)ccc1Cl	7	8	2	2	3
22	C[C@H](NS(=O)(=O)c1ccc(Cl)cc1)C(=O)OCC(=O)Nc1cc(S(=O)(=O)N2CCOCC2)ccc1Cl	1	-3	0	0	5
23	CC(NC(=O)c1cccnc1)C(c1ccccc1)N1CCN(C)CC1 (stereo unspecified)	-4	-2	-1	0	-5
24	COC(=O)CCN1CCC(C(N)=O)CC1	-3	1	6	2	6
25	O=C(Nc1nccs1)c1cccnc1Cl	4	0	0	3	-8
26	Nc1c(Cl)cc2c(c1Br)Cc1ccccc1-2	-8	1	0	-2	2
27	CCC(c1nc2ccccc2[nH]1)n1c(-c2cccnc2)nc2ccccc21 (stereo unspecified)	nt	-14	-2	-17	-8
28	O=C(c1cccc(S(=O)(=O)N2CCCC2)c1)N1CCCc2ccccc21	-5	5	0	-5	-5
29	N#Cc1cccc(NC(=O)CN2NS(=O)(=O)c3ccccc3C2=O)c1	3	1	1	7	3
30	Cc1ccc(-n2c(C)cc(/C=C3/C(=N)N4C(c5ccccc5)=CSC4=NC3=O)c2C)cc1	1	-1	-3	-1	-7

No.	TCR-CD3 inh	PRMT1 FP inh	ABHD4 inh	rCAG RNA binder	SIAE primary
16	6	2	0	-1	1
17	7	12	67*	54*	-23
18	0	-3	-1	-5	-1
19	-8	-9	1	0	12
20	-5	3	-7	-5	0
21	2	-1	4	-5	12
22	-2	2	3	3	6
23	1	-3	0	-2	3
24	-3	7	-6	0	-3
25	4	0	10	-3	4
26	7	-6	3	6	-1
27	3	-4	5	3	-2
28	12	0	5	-5	0
29	-1	0	2	10	2
30	0	-4	-6	3	3

The list goes on:
No.	smiles	HTRA1 inhibitor	GC-B act	UHRF1 MBD2 ctr	GC-A act	MBD2 DNA inh
31	C=C(C)CSc1[nH]c(=O)cc(C)c1C#N	nt	-3	0	-2	-4
32	O=C(O)c1ccc(/C=N\Nc2ccccn2)cc1	7	1	-1	3	-6
33	O=C(NC1CC1)C1=C[C@H](c2ccc(Br)cc2)C[C@H](OCc2ccc(CO)cc2)O1	-8	-8	-1	-5	-5
34	CN(C(=O)Nc1ccc(C(C)(C)C)cc1)C1CCCCC1	3	1	-1	4	0
35	CCOC(=O)c1[nH]c(C)c(C(=O)c2cc(F)ccc2F)c1C	-7	-5	1	-2	1
36	COC(=O)C1=CNC=C(C(=O)OC)C1c1ccc(Cl)cc1	-6	-11	5	-28	7
37	O=C(Nc1sccc1C(=O)NCc1ccco1)c1cccnc1	1	0	0	0	-4
38	Cc1csc(NC(=O)C(C)Oc2ccc(Cl)cc2C)n1 (stereo unspecified)	-22	-11	7	-5	-2
39	O=C(c1ccc(Cl)c(S(=O)(=O)N2CCOCC2)c1)N1CCOCC1	2	2	0	-2	2
40	O=C(NNC(=O)C1CC1c1ccccc1)Nc1cccc(Cl)c1 (stereo unspecified)	-5	1	1	1	-5
41	Cc1c2c(n3c(nc4ccccc43)c1C#N)N(CCN1CCOCC1)CC2	6	3	-2	1	-2
42	C#CCn1cc(/C=C2\NC(=O)NC2=O)c2ccccc21	4	9	3	-2	-2
43	Cc1c(C(=O)N2CCOCC2)sc(NC(=O)C(C)C)c1C#N	-7	4	1	3	-3
44	CCN1CCN(CC(=O)Nc2c(OC)cccc2OC)CC1	8	1	-1	1	-4
45	COc1ccc(CN2CCCC(C(=O)N3CCCC3)C2)cc1 (stereo unspecified)	0	1	-4	-1	3

No.	TCR-CD3 inh	PRMT1 FP inh	ABHD4 inh	rCAG RNA binder	SIAE primary
31	-4	1	0	-2	5
32	-6	5	0	0	-1
33	0	1	-7	5	1
34	-9	-4	-5	-1	8
35	-8	-2	-1	-3	3
36	1	3	-19	2	-5
37	7	2	1	6	0
38	-2	-6	4	0	2
39	0	-4	5	0	2
40	3	-1	-5	0	2
41	-4	3	5	-4	3
42	-1	-1	10	2	6
43	-4	-3	-9	0	-16
44	-2	-9	11	-3	-1
45	1	0	16	0	0

The last 3 records of the part before lead into the next.
No.	smiles	HTRA1 inhibitor	GC-B act	UHRF1 MBD2 ctr	GC-A act	MBD2 DNA inh
43	Cc1c(C(=O)N2CCOCC2)sc(NC(=O)C(C)C)c1C#N	-7	4	1	3	-3
44	CCN1CCN(CC(=O)Nc2c(OC)cccc2OC)CC1	8	1	-1	1	-4
45	COc1ccc(CN2CCCC(C(=O)N3CCCC3)C2)cc1 (stereo unspecified)	0	1	-4	-1	3
46	CCOC(=O)CC(N)c1cccc([N+](=O)[O-])c1 (stereo unspecified)	4	5	1	1	1
47	Cc1c(N=NC2=C(O)CCCC2=O)c(=O)n(-c2ccccc2)n1C	4	2	-4	-2	-5
48	N#C/C(=C\c1cccc([N+](=O)[O-])c1)C(=O)NCc1ccc(Cl)cc1	-13	-11	0	-28	0
49	CCCc1c(Cc2cccc(F)c2)ncn1CCc1ccccc1OC	nt	-3	-1	-7	-2
50	O=[N+]([O-])c1ccc(-c2nc(Nc3ccc(O)cc3)c3ccccc3n2)cc1	11	-10	3	10	2
51	COc1ccc(NC(=O)c2cc(-c3ccc4c(c3)OCO4)on2)cc1	-2	3	-2	-1	-2
52	CN(C)C(=O)CCc1ccc2c3c([nH]c2c1)[C@]1(CCC2CCCC2)[C@@H](C(=O)N2CCOCC2)C[C@H](CC(=O)NCc2cccc(C(F)(F)F)c2)C(=O)N1CC3	9	-5	0	1	1
53	COc1cc(C(c2sc3nc(C)nn3c2O)N2CCc3ccccc3C2)cc(OC)c1OC (stereo unspecified)	5	-2	0	2	2
54	O=C(CCc1nnc2ccc(NCc3ccco3)nn12)Nc1cc(F)ccc1F	1	-6	2	-1	-6
55	Cc1ccc(Cl)cc1NC(=O)COC(=O)Cn1cnc2c1c(=O)n(C)c(=O)n2C	5	-1	-1	-3	-2
56	C[C@H](CO)N1C[C@H](C)[C@@H](CN(C)Cc2ccncc2)Oc2c(NC(=O)c3ccncc3)cccc2C1=O	5	-2	0	1	-2

No.	TCR-CD3 inh	PRMT1 FP inh	ABHD4 inh	rCAG RNA binder	SIAE primary
43	-4	-3	-9	0	-16
44	-2	-9	11	-3	-1
45	1	0	16	0	0
46	0	-1	2	-2	3
47	5	3	-3	-1	5
48	-1	-2	-5	12	1
49	6	1	7	1	1
50	-1	6	5	37*	14
51	3	-2	4	-1	8
52	-1	5	1	5	3
53	-4	-8	-1	2	-1
54	6	-2	10	6	-2
55	-5	-4	-8	-1	5
56	1	-1	2	-8	2

Bioassay records from PubChem BioAssay.

An excerpt; rates above refer to the full screens.
